Screens as filed in PubChem.
IP6K1 inh = inhibitors of human IP6K1; Q92551; IP6K1 kinase, ADP-Glo luminescence, 2 h; active compounds read low; activity change, % (series mostly up to about 58 µM); 140,000 compounds, 0.81% hits; in the data active = activity change below about -25%
Target sequence (Q92551 whole entry, looked up): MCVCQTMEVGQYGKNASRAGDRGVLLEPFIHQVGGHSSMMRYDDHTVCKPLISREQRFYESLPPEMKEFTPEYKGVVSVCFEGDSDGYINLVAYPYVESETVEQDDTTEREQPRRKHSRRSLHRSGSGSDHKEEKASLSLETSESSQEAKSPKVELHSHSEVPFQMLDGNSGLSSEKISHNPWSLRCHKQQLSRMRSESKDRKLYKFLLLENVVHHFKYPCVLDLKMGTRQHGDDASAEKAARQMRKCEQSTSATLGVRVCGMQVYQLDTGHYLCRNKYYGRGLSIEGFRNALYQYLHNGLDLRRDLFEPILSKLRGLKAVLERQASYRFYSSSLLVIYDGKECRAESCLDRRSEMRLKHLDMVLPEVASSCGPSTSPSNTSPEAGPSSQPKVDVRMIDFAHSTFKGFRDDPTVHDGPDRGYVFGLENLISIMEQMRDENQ
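ADP-Glo luminescence measures ADP made by human IP6K1 during a 2 h RT reaction with ATP/IP6 (mix at 1.3 mM/130 uM); top library doses 57.5 and 19.1 uM final.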
NIH3T3 tox = cytotoxic compounds in NIH 3T3 cells. 94,000 compounds, 4.3% hits. NIH 3T3 viability, CellTiter-Glo ATP luminescence, 48-72 h. Potency, µM (top dose mostly 96.7 µM), inactives show at the top dose activity change, negative = cytotoxicity, most hits filed as inhibitors; note: potency is the fitted concentration of half-maximal effect; nearly all actives have a fitted effect of over 55% in size
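Cytotoxicity was measured by CellTiter-Glo ATP luminescence after 48 or 72 h compound exposure at 37 °C. Mouse NIH 3T3 fibroblasts were seeded at 400 cells/well and dosed by 23 nL pin transfer.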
GPT2 inh = blocks human glutamate pyruvate transaminase 2 | Recombinant GPT2, coupled pyruvate oxidase/HRP Amplex Red fluorescence | Potency, µM (series often up to 57.7 µM), for the others: at the highest dose activity change, negative = inhibition, most hits filed as inhibitors | 100,000 compounds, 0.25% hits | AID 1671188; note: potency is the fitted concentration of half-maximal effect; nearly all actives have a fitted effect of over 60% in size; many of its hits are not listed in these tables
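Recombinant GPT2 (10ng/uL) with 250uM a-KG and 2mM L-alanine, 30 min at room temperature, in HEPES pH 7.5 buffer. Pyruvate detected by pyruvate oxidase/HRP/Amplex Red fluorescence after 30 min in the dark; AOA (50uM) as positive control.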
FLuc inh = blocks purified firefly luciferase enzyme activity; purified P. pyralis luciferase, luminescence, biochemical; 76,000 compounds, 2.5% hits; P08659; Potency, µM (titrated, usually from 115 µM), for the others: at the highest dose activity change, negative = inhibition, hits mostly inhibitors; AID 1347043; note: potency is the fitted concentration of half-maximal effect; nearly all actives have a fitted effect of over 65% in size
Target sequence (P08659 whole entry, looked up): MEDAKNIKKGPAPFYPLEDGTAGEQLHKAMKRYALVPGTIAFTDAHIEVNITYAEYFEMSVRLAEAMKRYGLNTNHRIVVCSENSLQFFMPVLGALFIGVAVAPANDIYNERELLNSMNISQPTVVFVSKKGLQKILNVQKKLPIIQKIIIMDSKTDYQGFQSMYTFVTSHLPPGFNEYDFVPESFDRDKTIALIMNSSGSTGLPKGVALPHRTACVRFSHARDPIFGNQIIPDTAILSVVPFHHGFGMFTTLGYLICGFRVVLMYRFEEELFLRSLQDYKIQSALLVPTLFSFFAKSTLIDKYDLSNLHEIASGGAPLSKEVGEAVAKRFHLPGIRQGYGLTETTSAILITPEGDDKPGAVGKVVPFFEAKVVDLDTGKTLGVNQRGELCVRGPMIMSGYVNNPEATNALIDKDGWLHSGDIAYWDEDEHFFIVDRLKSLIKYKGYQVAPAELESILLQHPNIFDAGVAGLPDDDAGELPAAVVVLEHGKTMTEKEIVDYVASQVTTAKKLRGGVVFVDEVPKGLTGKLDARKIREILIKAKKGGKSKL
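Cell-free enzyme assay, 10nM P. pyralis luciferase, luciferin and ATP each at 10uM. Inhibition profiled over a 6-point titration, read as luminescence.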
HEK293 viab = cell viability loss counter-screen | 150,000 compounds, 0.12% hits | AID 1671193 | Potency, µM (highest dose often 57.1 µM), for the others: at the highest dose activity change, negative = cytotoxicity, usual class: cytotoxic | HEK-293-SNCA-luc viability, GF-AFC fluorescence, 24 h;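 note: potency is the fitted concentration of half-maximal effect; 0% = DMSO-treated cells and -100% = medium-only wells without cells; nearly all actives have a fitted effect of over 30% in size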
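Cytotoxicity counterscreen: after 24 h compound treatment of genome-edited SNCA-luciferase HEK-293 cells, live-cell protease substrate GF-AFC read by fluorescence after 30 min; activity scaled between DMSO (0%) and medium-only (-100%), curves Hill-fitted.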
HEK cytotox = kills HEK 293 cells; HEK 293 viability, ATP luminescence (CellTiter-Glo), 48-72 h; Potency, µM (doses to about 115 µM), without a hit: top-dose activity change, negative = cytotoxicity, usual class: inhibitors; 94,000 compounds, 6.6% hits; AID 1345083; note: potency is the fitted concentration of half-maximal effect; nearly all actives have a fitted effect of over 60% in size
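Viability of HEK 293 cells, plated at 250 cells/well, was judged by cellular ATP after compound treatment for 48 or 72 hr. Luminescence was imaged 10 min after CellTiter-Glo addition at room temperature.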
SNCA expr inhib = reduces expression of the alpha-synuclein gene; 140,000 compounds, 0.17% hits; Potency, µM (series often up to 57.2 µM), for the others: at the highest dose activity change, negative = inhibition, actives largely listed as inhibitors; AID 1671194; HEK-293 SNCA-luciferase knock-in, luminescence, 24 h;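 note: potency is the fitted concentration of half-maximal effect; plate controls were DMSO cells for no effect and cell-free wells for full effect; nearly all actives have a fitted effect of over 45% in size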
* hit, by the source's call; i = inactive; ? = inconclusive; . = not tested or not shown; [ ] = another dose, or the depositor's remark. Unless noted, calls come from the whole dose curve; as a rule, active = well fitted curve in the direction sought with a large enough effect; inconclusive = small, poorly fitted or top-dose-only effect, or another doubt; inactive = no such curve, though single readings can be large; an effect the other way counts as inactive or inconclusive. Unless noted, % is set by controls: 0 for no effect and ±100 for the full control effect. Some of the compounds tested (hit frequency here may not be typical).

1: C#CCNC(=O)C[C@@H]1O[C@H](CNC(=O)Nc2ccc(C)cc2)[C@@H](O)[C@H]1O
2: O=C([C@@H]1C[C@H](F)CN1S(=O)(=O)c1cccc(C(F)(F)F)c1)N1CCCCC1
3: Cc1ccc(CNC(=O)CN2N=C(c3ccc(C)cc3)CCC2=O)cc1
4: O=C(c1cc(-c2ccccc2O)on1)N1CCCCC1
5: O=C1NC(Cc2ccc(O)cc2)C(=O)N2CCCC12 (stereo not given)
6: Cc1ccc(CNC(=O)CSc2c3c(nc4ccc(Cl)cc24)CCCC3)cc1

entry no.	1	2	3	4	5	6
IP6K1 inh	-6	11	1	-1	-2	8
NIH3T3 tox	?	-14%	.	.	.	.
GPT2 inh	-7%[88.5 µM]	1%	.	.	-11%	.
FLuc inh	7%[172 µM]	-7%	.	.	.	.
HEK293 viab	4%[87.6 µM]	7%	7%	3%	-8%	-1%
HEK cytotox	-2%[172 µM]	-16%	.	.	.	.
SNCA expr inhib	-21%[87.6 µM]	-6%	47%[activator]	91%[activator]	.	56%[activator]

7: CC(=O)Nc1ccc(C2(C(=O)N(C)Cc3ccccc3)CCCCC2)cc1
8: CCn1nccc1C(=O)N1CCC2(CC1)CCC(O)(CN(C)C)CC2
9: Fc1ccccc1CN1CCOC[C@H]1c1ncc(-c2ccc(Cl)s2)[nH]1
10: COc1ccc(-c2ccc(NC(=O)c3ccc(C)cc3)cc2)nn1
11: COc1ccc(Cc2nnc3ccc(C(=O)NCc4ccc5c(c4)OCO5)cn23)cc1
12: COc1ccc(OC)c2nc(-c3cccc(Cl)c3)c(CN3CC(O)C3)cc12

entry no.	7	8	9	10	11	12
IP6K1 inh	4	5	2	3	-5	17
NIH3T3 tox	?	-5%	89µM*	?	-8%	-5%
GPT2 inh	i	i	i	.	i	0%
FLuc inh	-1%	-1%	5%[172 µM]	.	.	-5%
HEK293 viab	-12%	7%	2%[87.6 µM]	.	-4%	4%
HEK cytotox	50µM*	-3%	?	-23%[172 µM]	i	-3%
SNCA expr inhib	?	6%	-24%[87.6 µM]	.	-13%	3%

Another view of 9 compounds above.
nr	Structure	IP6K1 inh	NIH3T3 tox	GPT2 inh	FLuc inh	HEK293 viab	HEK cytotox	SNCA expr inhib
4	O=C(c1cc(-c2ccccc2O)on1)N1CCCCC1	-1	.	.	.	3%	.	91%[activator]
5	O=C1NC(Cc2ccc(O)cc2)C(=O)N2CCCC12 (stereo not given)	-2	.	-11%	.	-8%	.	.
6	Cc1ccc(CNC(=O)CSc2c3c(nc4ccc(Cl)cc24)CCCC3)cc1	8	.	.	.	-1%	.	56%[activator]
7	CC(=O)Nc1ccc(C2(C(=O)N(C)Cc3ccccc3)CCCCC2)cc1	4	?	i	-1%	-12%	50µM*	?
8	CCn1nccc1C(=O)N1CCC2(CC1)CCC(O)(CN(C)C)CC2	5	-5%	i	-1%	7%	-3%	6%
9	Fc1ccccc1CN1CCOC[C@H]1c1ncc(-c2ccc(Cl)s2)[nH]1	2	89µM*	i	5%[172 µM]	2%[87.6 µM]	?	-24%[87.6 µM]
10	COc1ccc(-c2ccc(NC(=O)c3ccc(C)cc3)cc2)nn1	3	?	.	.	.	-23%[172 µM]	.
11	COc1ccc(Cc2nnc3ccc(C(=O)NCc4ccc5c(c4)OCO5)cn23)cc1	-5	-8%	i	.	-4%	i	-13%
12	COc1ccc(OC)c2nc(-c3cccc(Cl)c3)c(CN3CC(O)C3)cc12	17	-5%	0%	-5%	4%	-3%	3%

The list goes on.
13: CCOc1cc(CN2CCCC(COc3ccccc3C(=O)N3CCCC3)C2)ccc1O (stereo not given)
14: COc1ccc(OC)c(CNCc2c(C(=O)O)n(Cc3cccc(F)c3)c3cc(OC)ccc23)c1
15: Cc1ccc(F)cc1CN1CCN(C)C2(CCC(=O)N(CC3CC3)CC2)C1 (stereo not given)
16: COc1ccc(NC(=O)N2CCC3(CC2)CC(N(C2CC2)S(C)(=O)=O)CCO3)cc1 (stereo not given)
17: CC(=O)c1ccc(NC(=O)Cn2cc(S(=O)(=O)Cc3ccccc3Cl)c3ccccc32)cc1
18: COc1cccc(-n2c(=O)c3c(C)c(C(=O)N(C)C)sc3n(Cc3cccc(C)c3)c2=O)c1

entry no.	13	14	15	16	17	18
IP6K1 inh	3	-14	14	27	-6	17
NIH3T3 tox	-8%	.	-17%	-20%	.	.
GPT2 inh	1%	.	0%	-4%	.	.
FLuc inh	.	.	6%	4%	.	.
HEK293 viab	8%	-2%	5%	6%	-5%	1%
HEK cytotox	i	.	-24%	-2%	.	.
SNCA expr inhib	3%	4%	19%	10%	-17%	3%

19: CN(C(=O)c1cc2c(=O)n3ccccc3nc2n1C)c1ccccc1
20: O=C1CCN(C(=O)[C@@H]2CCCN2Cc2cccc(OC(F)(F)F)c2)CCCCCCN1
21: COc1ccc(NC(=O)C2CCN(c3cnn(C)c(=O)c3)C2)cc1F (stereo not given)
22: CN(CCOc1ccccc1)Cc1nc(-c2ccccn2)no1
23: COCC1CN(Cc2cccc(C#N)c2)CC12CCNCC2 (stereo not given)
24: O=c1[nH]c(C2CCCN(CC3CC3)C2)nn1-c1ccccc1 (stereo not given)

entry no.	19	20	21	22	23	24
IP6K1 inh	28	-11	4	-3	-1	14
NIH3T3 tox	.	?	-8%	-6%	-24%	?
GPT2 inh	.	?	i	i	-3%	i
FLuc inh	.	-3%	4%	3%	-19%	-6%[172 µM]
HEK293 viab	15%	-7%	-8%	1%	?	0%[87.6 µM]
HEK cytotox	.	?	i	7%	-9%	5%[172 µM]
SNCA expr inhib	61%[activator]	19%	27%	5%	-23%	?

25: COCC(=O)NC[C@@H]1C=C(C)[C@H](Cc2nc3ccc(C(=O)OC)cc3[nH]2)C[C@H]1C(C)C
26: COc1ccc2nc3n(c2c1)[C@@H](CNCc1ccc2c(c1)OCO2)COC3
27: CNC(=O)NC[C@H]1CCN(Cc2ccc(OC)cc2OC)C[C@H]1N(C)C
28: CCOC(=O)c1sc2ncn(CC(=O)Nc3ccc(OC)c(Cl)c3)c(=O)c2c1C
29: COc1ccc(N2CC(NC(=O)c3ccc4c(c3)OCO4)CC2=O)cc1OC (stereo not given)
30: COc1cccc(CCC(=O)N2CCC(Cc3nc(-c4cnccn4)no3)CC2)c1

entry no.	25	26	27	28	29	30
IP6K1 inh	2	-13	0	-6	21	-8
NIH3T3 tox	100µM*	?	-13%	.	.	-22%
GPT2 inh	i	?	-15%	.	.	3%
FLuc inh	1%[172 µM]	-21%[172 µM]	6%	.	.	10%
HEK293 viab	-24%[87.6 µM]	-19%[87.6 µM]	9%[12.5 µM]	6%	-14%	-1%
HEK cytotox	63µM*	?	-5%	.	.	-5%
SNCA expr inhib	85%[activator][87.6 µM]	-21%[87.6 µM]	3%	-5%	1%	-20%

31: Cc1cccc(C)c1Oc1ncccc1CNC1CCN(C(C)C)CC1
32: Cc1nc2ncnn2c(C)c1CCC(=O)N1CCN(c2ccccc2)CC1
33: O=S(=O)(N1CCOCC1)N1CCOC(CCCc2ccccc2)C1 (stereo not given)
34: CC(=O)c1cccc(NS(=O)(=O)c2cc3c(cc2C)n(C)c(=O)c(=O)n3C)c1
35: CC(C)C(=O)N1CCN(c2ccnc3ccnn23)CC1
36: CC(C)CCNC(=O)CC1CCCN(c2cn[nH]c(=O)c2)C1 (stereo not given)

entry no.	31	32	33	34	35	36
IP6K1 inh	33	26	10	7	-15	4
NIH3T3 tox	-3%	.	-25%	.	-24%[138 µM]	i
GPT2 inh	i	.	3%	.	i	2%
FLuc inh	-5%	.	-1%	.	.	10%
HEK293 viab	-4%	-6%	0%	9%	8%[87.6 µM]	7%
HEK cytotox	0%	.	-28%	.	-12%[172 µM]	10%
SNCA expr inhib	0%	8%	0%	-3%	15%[87.6 µM]	0%

37: CCSc1nc2n(n1)C(c1ccc(Cl)cc1Cl)C(C(=O)Nc1ccccc1C)=C(C)N2 (stereo not given)
38: Cc1nc2cccnc2n1-c1cccc(C(=O)NCCN(C)C)c1
39: COCC(=O)N[C@H]1C[C@@H](Cc2cc(CN(C)c3ccccc3)on2)C1(C)C
40: CCC1=C(c2ccc(C)cc2)S(=O)(=O)N=C1N1CCC(C(=O)NCCc2cccc(OC)c2)CC1
41: Cc1ccc(NC(=O)N2C[C@@H](F)C[C@H]2C(=O)N2CCCCC2)cc1Cl
42: CN(C)Cc1cn(C[C@H]2C[C@@H](NS(=O)(=O)c3ccccc3)[C@H](O)[C@@H]2O)nn1

entry no.	37	38	39	40	41	42
IP6K1 inh	-3	6	8	18	-8	1
NIH3T3 tox	.	.	?	.	-22%	-5%[174 µM]
GPT2 inh	.	.	?	.	i	i
FLuc inh	.	.	-10%[172 µM]	.	-10%	-11%[172 µM]
HEK293 viab	3%	-1%	1%[87.6 µM]	-3%	-7%	4%[87.6 µM]
HEK cytotox	.	.	45µM*	.	0%	-12%[172 µM]
SNCA expr inhib	-4%	-2%	-18%[87.6 µM]	-13%	-24%	2%[87.6 µM]

43: COc1ccc(-c2[nH]ncc2CN2CCn3nnc(CCC(=O)N4CCCC4)c3C2)cc1
44: Cc1ccc(CN2CC[C@H](c3nnc(Cc4ccccc4)o3)C2)cc1
45: CCO[C@H]1CN(C(=O)c2ccc(N3CCN(C)CC3)cc2)C[C@@H]1O
46: Cc1oc2ccn(Cc3ccc(F)cc3)c(=O)c2c1C(=O)NC1CCCCCC1
47: CCn1c(CC2CCN(C(=O)CCc3ccc4c(c3)OCO4)CC2)nn(C)c1=O
48: O=C(Nc1ccc(-c2nnc3n2CCCC3)cc1)Nc1ccccc1Cl
49: CC(C)C(=O)N1CCc2c(n(Cc3cccnc3)n(CCc3ccccc3)c2=O)C1

entry no.	43	44	45	46	47	48	49
IP6K1 inh	-9	7	-5	27	14	-5	-11
NIH3T3 tox	-10%	-25%[174 µM]	1%	?	-12%	4%	?
GPT2 inh	i	-4%[88.5 µM]	-4%	-9%	i	-4%	-11%[88.5 µM]
FLuc inh	1%	8%[172 µM]	4%	-21%	-3%	4%	3%[172 µM]
HEK293 viab	5%	-12%[87.6 µM]	3%	2%	4%	0%	2%[87.6 µM]
HEK cytotox	-5%	?	2%	35µM*	-25%	4%	?
SNCA expr inhib	8%	25%[87.6 µM]	-22%	25%	-2%	63%[activator]	36%[activator][87.6 µM]
